Integrin act MD = integrin-mediated muscular dystrophy alleviation activation | AID 624291 | 350,000 tested, 0.064% active | Potency, µM (titrated, usually from 38.3 µM), without a hit: at the highest dose activation, usual class: activators | alpha7betagal myoblasts, beta-gal FDG fluorescence, 48 h;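 note: potency is the fitted concentration of half-maximal effect; 100% = response of the positive control SU9516; nearly all actives have a fitted effect of over 60% in size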
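Alpha7betagal+/- myoblasts (passage 13) were plated 16-24 hr, then exposed to compounds (1:260 dilution of DMSO stock) for 48 hours at 37C. After MPER lysis, β-galactosidase reporter activity was read as FDG fluorescence (ex 480/em 540) after 30 minutes.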
ELG1 genotox = inducers of genotoxicity in HEK293T ELG1-luciferase cells; HEK293T ELG1-luciferase reporter, luminescence, 16 h; 330,000 tested, 1.3% active; Potency, µM (highest dose often 46 µM), for inactives: top-dose activity change, positive = activation, usual class: activators; AID 504466; note: potency is the fitted concentration of half-maximal effect; % of control where 0% means no effect; nearly all actives have a fitted effect of over 60% in size
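16 hr compound incubation (37 °C, 5% CO2) of HEK293T cells carrying luciferase-tagged ELG1; luciferase then measured by ONE-Glo luminescence after 30 min at RT.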
B2AR arrestin = agonists driving beta-arrestin recruitment to human beta2-adrenergic receptor; Potency, µM (titrated, usually from 46.1 µM), for inactives: at the top dose activation, actives largely listed as activators; AID 492947; P07550; beta-arrestin recruitment to beta2AR, cell-based reporter; 330,000 tested, 0.02% active;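 note: potency is the fitted concentration of half-maximal effect; 0% = DMSO controls and full agonism = EC100 isoproterenol or metaproterenol; nearly all actives have a fitted effect of over 65% in size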
Target sequence (P07550 whole entry, looked up): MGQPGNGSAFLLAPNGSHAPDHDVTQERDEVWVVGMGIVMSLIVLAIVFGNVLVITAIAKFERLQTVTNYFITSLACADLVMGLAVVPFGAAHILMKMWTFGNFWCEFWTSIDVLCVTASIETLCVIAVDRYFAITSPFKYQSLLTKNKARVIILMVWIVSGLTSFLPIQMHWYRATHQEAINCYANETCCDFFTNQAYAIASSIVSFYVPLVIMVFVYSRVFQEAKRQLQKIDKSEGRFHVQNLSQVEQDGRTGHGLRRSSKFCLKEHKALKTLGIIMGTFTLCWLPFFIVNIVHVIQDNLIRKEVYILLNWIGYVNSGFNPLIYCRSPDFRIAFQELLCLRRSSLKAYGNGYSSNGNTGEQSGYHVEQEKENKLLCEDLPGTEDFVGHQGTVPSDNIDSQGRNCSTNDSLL
BRCA1 expr up = increases BRCA1 expression | Potency, µM (highest dose often 46.1 µM), for inactives: at the highest dose activation, hits mostly activators | MCF7-BRCA1-FFLuc reporter, luminescence, 48 h; response scale: scaled: vehicle 0%, 10 µM genistein 100% | 380,000 tested, 1.1% active; note: potency is the fitted concentration of half-maximal effect; nearly all actives have a fitted effect of over 80% in size; some results filed as inactive show a strong effect at the top dose
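Luminescence from a BRCA1-driven firefly luciferase in MCF7 cells was read after 48 h compound exposure at 37 C. Data normalized against DMSO and a 10microM genistein activation control, then curve-fitted across the titration.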
PTAP TSG101 blk = blocks PTAP/TSG101 interaction to inhibit HIV-1 budding | Q99816 | Fluorescence polarization, FITC-PTAP peptide / Tsg101 binding | Potency, µM (highest dose often 115 µM), without a hit: top-dose activity change, negative = inhibition, most hits filed as inhibitors | 340,000 tested, under 10 active | AID 493005; active = well fitted inhibition curve with a large enough effect in the main read-out, with a control signal flat, not every such curve was filed as active; inconclusive = small, poorly fitted or top-dose-only effect, or effect the other way, or a change in a side signal; inactive = no such curve, though single readings can be large or run the other way; note: potency is the fitted concentration of half-maximal effect; % of control where 0% means no effect
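FP read-out: FITC-PTAP peptide, 50 nM final, binding Tsg101 binding domain, 10 uM final; 20 min, r.t.; 10 mM HEPES pH 7.5, 0.15 M NaCl, 0.01% Tween 20, 3 mM EDTA, 0.1 mM TCEP.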
TRPV1 agonist = activates the human vanilloid receptor TRPV1 | Q8NER1 | TRPV1-expressing cells, Fluo-8 calcium influx, agonist mode | activation, % at 8.33 µM | 320,000 tested, 0.19% active | AID 540275; in the data active = activation above about 80%; inconclusive = between about 30% and that limit; note: 0% is about no effect
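Cells expressing TRPV1 were dye-loaded with Fluo-8 and read kinetically: 10 s baseline, 3 min after compound (agonist portion), then 2 min after EC20 capsaicin (allosteric enhancer portion). Calcium-bound dye fluorescence at 480/520 nm.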
S-ASM inh = blocks human secretory acid sphingomyelinase | AID 504937 | 340,000 tested, 0.006% active | placental ASM, HMU-PC fluorogenic substrate, 60 min | P17405 | Potency, µM (titrated, usually from 57.5 µM), inactives show at the highest dose activity change, negative = inhibition, usual class: inhibitors; note: potency is the fitted concentration of half-maximal effect
Target sequence (P17405 47-631 limits assumed): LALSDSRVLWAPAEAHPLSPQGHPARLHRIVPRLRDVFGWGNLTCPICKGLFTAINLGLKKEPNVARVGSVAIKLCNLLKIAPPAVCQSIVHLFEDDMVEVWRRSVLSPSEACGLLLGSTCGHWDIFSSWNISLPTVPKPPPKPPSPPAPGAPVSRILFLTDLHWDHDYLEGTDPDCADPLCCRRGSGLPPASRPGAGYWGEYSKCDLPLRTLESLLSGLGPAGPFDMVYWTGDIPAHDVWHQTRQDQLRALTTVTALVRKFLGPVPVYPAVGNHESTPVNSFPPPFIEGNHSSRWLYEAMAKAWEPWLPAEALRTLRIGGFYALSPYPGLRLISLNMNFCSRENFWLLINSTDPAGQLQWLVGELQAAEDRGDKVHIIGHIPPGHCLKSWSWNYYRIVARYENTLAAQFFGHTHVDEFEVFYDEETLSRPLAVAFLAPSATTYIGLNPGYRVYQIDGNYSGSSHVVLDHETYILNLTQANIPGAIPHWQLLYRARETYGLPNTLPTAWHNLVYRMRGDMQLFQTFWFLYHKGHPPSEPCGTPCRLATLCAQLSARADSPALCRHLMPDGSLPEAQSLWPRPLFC
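Human placenta-derived ASM enzyme was preincubated with compound for 10 minutes at room temperature, then given fluorogenic substrate HMU-PC0 (9 uM final) for 60 minutes at 37 °C; a pH 10 stop preceded fluorescence reading at Ex 386/Em 447 nm.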
USP2a block = USP2a (human) protease inhibition | 330,000 tested, 0.01% active | Potency, µM (titrated, usually from 38.3 µM), inactives show at the top dose activity change, negative = inhibition, actives largely listed as inhibitors | USP2 core, Ub-CHOP2 coupled fluorogenic reporter, 485/531;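 note: potency is the fitted concentration of half-maximal effect; plate controls were DMSO wells for no effect and full inhibition by NEM control for full effect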
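Cell-free coupled assay: 10nM USP2 core preincubated 30min RT with compound in Tris-HCl pH 8.0/CaCl2/CHAPS buffer, then 25nM Ub-CHOP2 and 25nM reporter substrate; fluorescence (Ex 485/Em 531) read after 60min RT, normalized to NEM inhibition, concentration-response curves fitted.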
uPA generation = cell surface uPA generation inhibition; AID 540303; Potency, µM (doses to about 38.3 µM), for the others: at the highest dose activity change, negative = inhibition, usual class: inhibitors; cell surface uPA generation assay, qHTS; 330,000 tested, 0.31% active; active = well fitted inhibition curve with a large enough effect; inconclusive = small, poorly fitted or top-dose-only effect; inactive = no such curve, though single readings can be large or run the other way; tested in mouse RAW 264.7 cells; note: potency is the fitted concentration of half-maximal effect; % is set by controls: 0 for no effect and ±100 for the full control effect; nearly all actives have a fitted effect of over 55% in size
p53 reactivation = re-activators of mutant p53; H1299 p53-A138V BP100-luciferase reporter, luminescence, 24 h; Potency, µM (titrated, usually from 92.2 µM), inactives show at the top dose activity change, positive = activation, usual class: activators; 320,000 tested, 0.063% active; note: potency is the fitted concentration of half-maximal effect; % of control where 0% means no effect; nearly all actives have a fitted effect of over 45% in size
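H1299 (p53-null), stable ts p53-A138V + BP100-Luc; 1000 cells/well, Opti-MEM/10% FBS; cpd 4 pt, 1:5; 24 h, 37 deg C, 5% CO2; detection reagent 10 min RT; luminescence.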
Eya2 phos inh = Eya2 (human) phosphatase inhibition | O00167 | recombinant Eya2, OMFP fluorescence dephosphorylation (OMFP is methylfluorescein phosphate) | Potency, µM (series often up to 76.9 µM), without a hit: at the top dose activity, negative = inhibition, usual class: inhibitors | 330,000 tested, 0.006% active; note: potency is the fitted concentration of half-maximal effect; % is set by controls: 0 for no effect and ±100 for the full control effect
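Eya2 protein (added as 0.2 uM solution) was preincubated with compound for 10 min at ambient temperature in 50 mM HEPES pH 7.5, 50 mM NaCl, 5 uM MgCl2, 0.05% BSA, 1 mM DTT. OMFP (added at 50 uM) then reacted 10 min; fluorescence read at 485/525 nm.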
* = called active by the depositor; i = inactive; u = inconclusive; x = not tested or not shown; [ ] = remark or other dose. Unless noted, calls come from the whole dose curve; as a rule, active = well fitted curve in the direction sought with a large enough effect; inconclusive = small, poorly fitted or top-dose-only effect, or another doubt; inactive = no such curve, though single readings can be large; an effect the other way counts as inactive or inconclusive.

| Molecule | Integrin act MD | ELG1 genotox | B2AR arrestin | BRCA1 expr up | PTAP TSG101 blk | TRPV1 agonist | S-ASM inh | USP2a block | uPA generation | p53 reactivation | Eya2 phos inh |
| --- | --- | --- | --- | --- | --- | --- | --- | --- | --- | --- | --- |
| CCOc1cc(NC(=S)NCC2CCCO2)c(OCC)cc1NC(=O)CC (stereo not given) | u | 0% | 0.1% | 2% | -2% | -1 | 0% | 1% | 5% | 3% | 7% |
| COCCN(C(=O)c1csnn1)C(C(=O)NC1CCCCC1)c1ccccc1F (stereo not given) | -2% | -2% | -0.3% | -4% | -3% | 1 | 1%[11.5 µM] | 1% | -1% | -8% | -19% |
| Cc1ccc(C(=O)c2c(NC(=O)c3ccccc3)sc(C)c2C)cc1 | -11% | -2% | -0.1% | 36% | 2% | 25 | -12% | 0% | 1% | -3% | u |
| Cc1cc(C)c2c(c1)C1(OCCO1)C(=O)N2 | 28% | 5% | 0.8% | -20% | -2% | -1 | 2% | -3% | -8% | -2% | 5% |
| C#CCOCCOCCOCCNc1nc(N2CCN(C(=O)Cn3cc(CCO)nn3)CC2)nc(N2CCN(C(=O)Cn3cc(CCCCN)nn3)CC2)n1 | 1% | x | x | 11% | 0% | x | 6% | x | 12% | x | x |
| COc1ccc(C2CC(c3ccccc3Cl)=NN2c2ccc(S(N)(=O)=O)cc2)cc1 (stereo not given) | 0% | 3% | 3.9% | -81%[inhibitor] | 3% | x | i | -1% | -7% | 0% | 2% |
| COc1ccc(/C=N/NS(=O)(=O)c2ccc(NC(C)=O)cc2)cc1 | 6% | -1% | -0.3% | -2% | -4% | 1 | 3% | -2% | 4% | -1% | -7% |
| O=C(c1cc(-c2ccc(Br)cc2)on1)N1CCOCC1 | 35% | 3.7µM* | -0.1% | 40% | -1% | 99* | -24% | 1% | -3% | u | -2% |
| COc1ccc(CCNC(=O)CCS(=O)(=O)c2ccc(C)cc2)cc1OC | -1% | 3% | -1.0% | -15% | 4% | 0 | 3% | 6% | x | -3% | -19% |
| CCOc1ccc(/C(CC)=N/NC(=O)C2(C)CC2(Br)Br)cc1 (stereo not given) | -18% | 0% | -0.6% | -16% | -4% | 26 | x | 1% | -6% | -4% | -4% |
| Cc1nc(NC(=O)COc2ccccc2)sc1C(=O)Nc1cccc(Cl)c1 | -6% | 5% | 0.3% | 44% | -1% | 20 | 11% | 0% | -5% | -2% | u |
| CCOC(=O)C(Sc1ncn[nH]1)c1ccccc1 (stereo not given) | u | -1% | 0.0% | -8% | -2% | -1 | 8% | -1% | -4% | -5% | -22% |
| CC1CCC(NC(=O)COC(=O)CNC(=O)c2ccc3ccccc3c2)CC1 (stereo not given) | 19% | -1% | -0.3% | 3% | 0% | 12 | -1% | 4% | 4% | 7% | -7% |
| COc1ccc(CC(=O)Nc2nc(C)cs2)cc1S(=O)(=O)N1CCOCC1 | 29% | 0% | 0.0% | 0% | 0% | 1 | 4% | 4% | -22% | -8% | -14% |
| O=c1c2oc3ccccc3c2[nH]c(=S)n1-c1ccc(F)cc1 | 6% | -4% | -0.2% | -9% | -1% | 1 | -2% | -1% | -4% | 4% | -3% |
| COc1ccc(CN2CC(C(=O)NCCCOC(C)C)CC2=O)cc1 (stereo not given) | 20% | 1% | -0.1% | 17% | 0% | 0 | 1% | -1% | -1% | -5% | 14% |
| CC(C)NC(=O)C(=O)N/N=C/c1ccco1 | 6% | -4% | -0.2% | 32% | -6% | -2 | 7% | 1% | -6% | 3% | -4% |
| CC(=O)N1CCOc2ccc(S(=O)(=O)N3CCC(C(=O)Nc4ccc(F)cc4)CC3)cc21 | -19% | -6% | -0.5% | -16% | -3% | 0 | 2% | 2% | -3% | -1% | -4% |
| O=C1N/C(=N/c2ccccn2)SC1Cc1ccccc1 (stereo not given) | -13% | 2% | 0.4% | -5% | -8% | 2 | 4% | -2% | 3% | 0% | 15% |
| NS(=O)(=O)c1ccc(NC(=O)Cc2cccs2)cc1 | 23% | 2% | -1.1% | 2% | 0% | 2 | -1% | 0% | 3% | 9% | 5% |
| Cc1cc(O)ccc1NC(=S)NC(=O)c1cncc(Br)c1 | 8% | -5% | 0.3% | -20% | 1% | -5 | -4% | -1% | u | u | -3% |
| Cc1cccc(C)c1OCc1cc(C(=O)NCC2COCCO2)no1 (stereo not given) | 0% | 12% | -0.1% | -6% | 0% | 10 | 2% | -2% | u | -5% | 0% |
| Cn1c(NC(=O)c2ccccc2)nc2ccccc21 | -23% | 9% | 0.1% | 7% | -1% | 15 | 2% | 1% | u | 14% | 1% |
| COc1ccc(CCC(=O)OCC(=O)c2ccc[nH]2)cc1OC | 1% | 0% | 0.0% | 7% | 1% | x | 4% | 1% | 0% | -3% | 5% |
| CC12CN3CC(=O)N4CC5(C)CN(CC(C)(C4)C5=O)C(=O)CN(C1)CC(C)(C3)C2=O | -9%[7.66 µM] | 1% | -0.2% | 5% | -2% | -3 | 3% | 1% | x | -1% | -5% |
| COc1ccc2nc(SC(C(=O)c3ccccc3)c3ccccc3)nc(C)c2c1 (stereo not given) | -15% | 0% | -0.3% | -21% | 1% | -1 | -3% | 1% | -3% | 7% | -17% |
| COC(=O)c1ccc(NC(=S)NN2CCCCC2c2cccnc2)cc1 (stereo not given) | -18% | 0% | 0.4% | 17% | -3% | 1 | 4% | 0% | 1% | 5% | 14% |
| Cc1csc(N/N=C/c2c(F)cccc2Cl)n1 | -15% | u | -0.6% | -48% | -1% | 2 | 0% | 1% | 8% | u | -6% |
| CCOc1ccc2nc(NC(=S)N(C)C)sc2c1 | -10% | 0.37µM* | u | u | -6% | u | -2% | -5% | 1% | u | -8% |
| Cc1ccc(OCCNC(=O)CCNC(=O)c2ccc(Cl)cc2)cc1 | -21% | 5% | -0.2% | 10% | 0% | 3 | -11% | 3% | 10% | 3% | 15% |
| O=P(CO)(Cc1ccccc1)Cc1ccccc1 | 1% | 2% | 0.3% | -14% | -2% | 3 | 0% | 0% | 2% | 0% | -9% |
| COc1cccc([C@@H]2CC=C(C(=O)O)[C@H](c3cccc(Cl)c3)N2S(=O)(=O)c2ccc(C)cc2)c1 | 3% | -2% | -0.3% | -8% | -3% | -2 | 1% | 1% | -8% | -3% | 3% |
| Nc1nc(CSCCO)nc(Nc2ccc(F)cc2)n1 | -2% | 7% | -0.2% | 44% | -3% | 2 | 6% | 1% | 0% | 8% | 7% |
| CCc1ccc(OCC2c3cc(OC)c(OC)cc3CCN2C(C)=O)cc1 (stereo not given) | -38% | 0% | -0.4% | 0% | -2% | 1 | -6% | -1% | 10% | -7% | -14% |
| COc1ccccc1N1CCN(C(=O)c2oc3ccccc3c2C)CC1 | 10% | -2% | -1.0% | -80% | -13% | 1 | 2% | -1% | 0% | 11% | 2% |
| CCOC(=O)N1CCN(C(=O)c2ccc3c(c2)NC(=O)/C(=C\c2ccc(OC)c(OC)c2)S3)CC1 | -9% | 1%[9.26 µM] | -0.5% | -42% | -3% | 2 | -2% | 2% | 3% | -8% | -13% |
| Cc1c(CC(=O)O)c(=O)oc2c(C)c3occ(-c4ccccc4)c3cc12 | 15% | 0% | 0.3% | -53% | -6% | -5 | 47%[activator] | 3% | 7% | 10% | -10% |
| CCCCOC(=O)c1ccc(NC(=O)c2ocnc2C)cc1 | -25% | 5% | 0.1% | 38% | -10% | u | -2% | 3% | x | 24% | 5% |
| O=C(Nc1ccc2oc(-c3ccncc3)nc2c1)c1cccs1 | 14% | 24% | -0.3% | 54% | -3% | u | 31%[activator] | 2% | 3% | -2% | 11% |
| CCN(CC)C(=O)c1sc2nc(-c3cccs3)cc(-c3cccs3)c2c1N | -5% | -5% | -0.9% | -16% | u | 2 | 45% | 3% | 7% | 0% | 20% |
| O=S(=O)(Nc1ccc(F)cc1)N1CCCCCC1 | -10%[1.53 µM] | -1% | -0.2% | -12% | -2% | 5 | 3% | 1% | 0% | -4% | 4% |
| COC(=O)[C@]1(CC(C)C)N[C@H](c2ccc(-c3ccc(OC)cc3)cc2)[C@@H]2C(=O)N(C)C(=O)[C@@H]21 | 2% | -6% | -0.1% | -47% | -13% | 4 | -16% | 0% | -9% | -6% | 14% |
| COc1ccccc1CNC(=O)CCCn1c(=O)c2ccccc2n(CC(=O)NC2CCCC2)c1=O | 2% | 4% | -0.7% | 0% | 0% | 0 | -1% | 0% | 6% | -4% | -1% |

Source: PubChem BioAssay
